IDH1 R132H inh: inhibitors of human mutant IDH1 R132H; O75874; 0.093% of 390,000 active; Potency, µM (series often up to 76.6 µM), for the others: at the top dose activity change, negative = inhibition, most hits filed as inhibitors; IDH1-R132H enzyme, NADPH consumption, diaphorase/resazurin fluorescence; note: potency is the fitted concentration of half-maximal effect; % is set by controls: 0 for no effect and ±100 for the full control effect; nearly all actives have a fitted effect of over 65% in size
Target sequence (O75874 whole entry R132H, stated change not applied): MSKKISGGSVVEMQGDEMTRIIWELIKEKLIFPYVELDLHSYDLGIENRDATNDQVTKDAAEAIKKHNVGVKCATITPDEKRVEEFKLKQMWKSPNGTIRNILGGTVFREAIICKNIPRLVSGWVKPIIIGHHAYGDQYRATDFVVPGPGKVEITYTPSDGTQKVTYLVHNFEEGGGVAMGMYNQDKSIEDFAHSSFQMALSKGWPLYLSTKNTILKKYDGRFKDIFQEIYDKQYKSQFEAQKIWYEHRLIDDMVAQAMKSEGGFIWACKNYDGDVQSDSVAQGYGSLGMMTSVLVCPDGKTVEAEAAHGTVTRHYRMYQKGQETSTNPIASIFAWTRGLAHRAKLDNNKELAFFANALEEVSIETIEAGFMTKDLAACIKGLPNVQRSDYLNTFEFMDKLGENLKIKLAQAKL
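IDH1-R132H (0.5 ug/mL dispensed) in pH 7.5 Tris buffer was preincubated 30 min with compound, then given a substrate mix of 0.016 mM NADPH and 2 mM alpha-KG for 80 min at room temperature; remaining NADPH was read by diaphorase/resazurin fluorescence.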
USP1-UAF1 inh: blocks the human USP1/UAF1 deubiquitinase complex. Potency, µM (titrated, usually from 57.1 µM), without a hit: top-dose activity change, negative = inhibition, actives largely listed as inhibitors. O94782. 0.23% of 390,000 active. recombinant USP1/UAF1, Ub-Rhodamine cleavage fluorescence. AID 743255; note: potency is the fitted concentration of half-maximal effect; % is set by controls: 0 for no effect and ±100 for the full control effect; nearly all actives have a fitted effect of over 60% in size; inactives centre near -12
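USP1/UAF1 complex at 1 nM was preincubated with compound for 15 min at room temperature, then Ub-Rho substrate (150nM final) was added. Fluorescence (480/540 nm) was read kinetically, 6 reads every 60 seconds.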
TRHR ag: agonists of human TRH receptor; activation, % at 2 µM; P34981; AID 493084; 0.18% of 360,000 active; TRHR cells, calcium flux fluo-8, FDSS agonist mode; in the data active = activation above about 30%; note: 0% is about no effect
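TRHR-expressing cells, plated overnight in medium with 10% serum, were loaded with fluo-8 calcium dye at room temperature. After a 10 s baseline, library compound was pin-added and calcium release was recorded kinetically (ex 480/em 530) as agonist response.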
TRHR PAM: allosteric enhancers of human TRH receptor; P34981; AID 493056; enhancement, % at 2 µM; 0.66% of 360,000 active; TRHR cells, fluo-8 calcium fluorescence, EC20 TRH enhancement; in the data active = enhancement above about 30%; note: 0% is about no effect
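Enhancer read-out: after compound pinning and an initial kinetic agonist-mode read, an EC20 of TRH (10 nM final) was injected and fluo-8 calcium signal (Ex 480/Em 530) followed at 1 s/cycle for 100 cycles in TRHR-expressing cells.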
D2 agonist: agonists of human D2 dopamine receptor. HEK293 T-REx D2 cells, calcium flux agonist mode. activation, % at 2 µM. 0.53% of 340,000 active. AID 485358;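 active = activation over 3 SD above normal in the single-dose calcium agonist read, cut at about 30% in these data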; note: 0% is about no effect
Target sequence (P14416 whole entry, looked up): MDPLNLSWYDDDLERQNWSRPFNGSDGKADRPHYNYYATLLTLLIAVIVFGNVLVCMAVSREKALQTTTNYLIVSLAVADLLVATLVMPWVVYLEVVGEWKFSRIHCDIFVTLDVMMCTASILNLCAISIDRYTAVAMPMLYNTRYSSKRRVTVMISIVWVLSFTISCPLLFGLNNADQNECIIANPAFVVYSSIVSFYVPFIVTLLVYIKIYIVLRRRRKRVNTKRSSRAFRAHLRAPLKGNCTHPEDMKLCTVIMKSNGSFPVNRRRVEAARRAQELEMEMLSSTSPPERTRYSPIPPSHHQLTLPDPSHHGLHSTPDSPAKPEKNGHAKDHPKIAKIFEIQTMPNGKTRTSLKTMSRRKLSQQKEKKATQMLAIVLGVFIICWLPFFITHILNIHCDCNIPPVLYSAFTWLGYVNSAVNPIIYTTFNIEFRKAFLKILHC
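Tetracycline-induced HEK293 Trex cells with D2 receptor force-coupled to calcium signaling, plated overnight at 30 C and loaded with no-wash calcium dye. Calcium flux read kinetically for 180 s after compound addition; responses flag agonists.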
TrxR1 substrate: substrates of rat thioredoxin reductase 1; 0.01% of 390,000 active; Potency, µM (doses to about 114 µM), inactives show at the top dose activity change, negative = substrate turnover; purified TrxR1 substrate turnover, NADPH consumption readout; note: potency is the fitted concentration of half-maximal effect; % is set by controls: 0 for no effect and ±100 for the full control effect; nearly all actives have a fitted effect of over 50% in size
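Rat TrxR1, dispensed at 90 nM, was prereduced with 400 uM NADPH (final) for 5 min at ~22 deg C, then incubated with compound 15 min before 400 uM selenite. A first-read NADPH fluorescence drop versus no-compound background flagged substrates.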
TrxR1 inh: blocks rat thioredoxin reductase 1; O89049; recombinant rTrxR1, NADPH fluorescence consumption, selenite substrate; Potency, µM (titrated, usually from 114 µM), for inactives: at the highest dose activity change, negative = inhibition, most hits filed as inhibitors; 1% of 390,000 active; AID 588453; note: potency is the fitted concentration of half-maximal effect; % is set by controls: 0 for no effect and ±100 for the full control effect; nearly all actives have a fitted effect of over 65% in size
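Rat TrxR1 (90 nM in the dispensed reagent) was pre-reduced with 400 uM NADPH for 5 min at room temperature, then incubated with compound for 15 min. After 400 uM selenite was added, NADPH fluorescence (Ex 340/Em 450 nm) was followed for 8 min.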
Pin1 inhibitor: inhibitors of human Pin1; 0.009% of 390,000 active; Pin1 FP peptide displacement, HiFluor488, 10 min; Potency, µM (series often up to 115 µM), for inactives: top-dose activity, negative = inhibition, actives largely listed as inhibitors; active = well fitted inhibition curve with a large enough effect in the polarisation, with a control signal flat, not every such curve was filed as active; inconclusive = small, poorly fitted or top-dose-only effect, or effect the other way, or a change in a side signal; inactive = no such curve, though single readings can be large or run the other way; the % refers to the polarisation; note: potency is the fitted concentration of half-maximal effect; % is set by controls: 0 for no effect and ±100 for the full control effect
Target sequence (Q13526 whole entry, looked up): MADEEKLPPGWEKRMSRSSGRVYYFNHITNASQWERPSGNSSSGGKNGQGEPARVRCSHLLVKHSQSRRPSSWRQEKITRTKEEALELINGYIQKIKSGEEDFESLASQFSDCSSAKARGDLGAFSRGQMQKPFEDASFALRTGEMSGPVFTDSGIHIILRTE
D2 antag: antagonizes the human D2 dopamine receptor; P14416; HEK293 TREx D2 cells, calcium flux, dopamine EC80; inhibition, % at 10 µM; 2% of 340,000 active; in the data active = inhibition above about 30%; note: 0% is about no effect
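Calcium mobilization kinetics were recorded at 1 s intervals in tetracycline-induced HEK293 T-REx D2 cells, first for 180 s after compound addition and then 180 s after EC80 dopamine.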
Numbers without * were called inactive; u = inconclusive; x = not tested or not shown; [ ] = dose if it differs, or a comment. Unless noted, calls come from the whole dose curve; as a rule, active = well fitted inhibition curve with a large enough effect; inconclusive = small, poorly fitted or top-dose-only effect; inactive = no such curve, though single readings can be large or run the other way.

SMILES | IDH1 R132H inh | USP1-UAF1 inh | TRHR ag | TRHR PAM | D2 agonist | TrxR1 substrate | TrxR1 inh | Pin1 inhibitor | D2 antag
CCCCN(C(=O)c1ccc([N+](=O)[O-])s1)c1c(N)n(CCCC)c(=O)[nH]c1=O | 1% | 1% | 1.2 | -5 | -0.3 | -1% | -3% | -3% | -6
COC(=O)N/N=C/c1cn(Cc2ccccc2Cl)c2ccccc12 | 3% | -9% | -0.4 | 4 | -1.5 | -18% | -13% | 11% | 3
Cc1cc2c(c(N)n1)c(=O)oc1ccccc12 | -1% | 7% | 0.2 | -1 | 1.8 | 12% | -16% | -2% | 6
O=C(NCc1cccnc1)C(=O)N/N=C/c1ccc([N+](=O)[O-])cc1 | -4% | 0% | -0.3 | 3 | x | -22% | -22% | 0% | x
Oc1c(Br)cc(/C=N/Nc2nncc3ccccc23)cc1Br | 10% | u | -1.0 | -6 | -1.1 | -6% | -5% | 8% | 7
Cc1c(NC(=S)NC(=O)c2ccco2)c(=O)n(-c2ccccc2)n1C | -3% | 2% | 0.0 | 1 | 0.7 | -11% | -20% | 4% | -5
CCOC(=O)C1=C(N)n2c(s/c(=C\c3cccnc3)c2=O)=C(C(=O)OC)C1c1cccnc1 (stereo not given) | -1% | -5% | x | x | x | -1% | 2% | 0% | x
COc1cc(NC(=O)c2cc3ccccn3n2)cc(OC)c1OC | 0% | -20% | -0.1 | -3 | 0.1 | 1%[57.1 µM] | 21%[57.1 µM] | -2% | x
CC(O)CNC1c2ccccc2CC1O (stereo not given) | 1% | 5% | x | x | x | 9%[57.1 µM] | 11%[57.1 µM] | 1% | x
Cc1cccc(C)c1-n1ncc(C(=O)N2CCN(c3ncccn3)CC2)c1C1CCN(C(=O)OC(C)(C)C)CC1 | -9% | -7% | -0.3 | 7 | 1.4 | 3% | 17% | -1% | x
CN(CC(=O)Nc1ccc(N2CCOCC2)cc1)C(=O)CCNC(=O)c1ccc(Br)cc1 | 0% | -7% | 0.3 | 8 | -0.7 | -7% | -1% | -2% | -17
CCc1ccccc1NC(=O)c1ccc(NS(C)(=O)=O)cc1 | -7% | -9% | 0.3 | 5 | 0.9 | -6%[57.1 µM] | -5%[57.1 µM] | -4% | -2
COCCCn1c(C)cc(C(=O)COC(=O)C23CC4CC(CC(O)(C4)C2)C3)c1C | 2% | -21% | -0.1 | 10 | 0.4 | -8% | -4% | 4% | 7
COc1ccc(NC(=O)CSc2nnc(Cn3nnc4ccccc43)n2C)cc1 | 0% | 1% | 0.0 | 4 | -0.1 | -7% | 5% | 0% | 1
Cn1c(N2CCCC2)nc2c1c(=O)n(Cc1ccc(Cl)cc1)c(=O)n2C | 0% | -19% | -0.5 | -1 | 2.8 | 7% | 18% | 0% | 2
COc1ccc(Br)cc1CNC(=O)CCNC(=O)Cn1ccc2ccccc2c1=O | 12% | -24% | -0.7 | -9 | -0.3 | 8%[57.1 µM] | 37%[activator][57.1 µM] | 9% | -7
Cc1ccc(C)c(-c2[nH]ncc2CN2CCCC(CO)(Cc3ccccc3C)C2)c1 (stereo not given) | 2% | -11% | 1.9 | 11 | 0.0 | -8%[57.1 µM] | 14%[57.1 µM] | 5% | -22
CCOC(=O)c1c(C)oc2nc(C)nc(NCCc3ccc(SC)cc3)c12 | -1% | 4% | -0.3 | 12 | 0.8 | -6% | 4% | 34%[activator] | x
NC(=O)COc1ccc(-c2noc(COc3ccccc3[N+](=O)[O-])n2)cc1 | -3% | -23% | 0.1 | 5 | 1.3 | -1% | 15% | 6% | 10
COc1ccc(C(=O)OCCN2CCOCC2)cc1OC | 6% | -18% | 0.4 | 7 | -1.7 | -5% | 12%[57.1 µM] | 3% | -2
O=C(O)c1ccc(CSc2n[nH]c(-c3ccco3)n2)cc1 | -1% | -14% | -0.1 | 7 | 0.4 | -1% | -30% | x | -19
COc1ccc(-c2cc3cc(C(=O)O)ccn3c2C(=O)c2ccccc2)cc1 | 3% | -24% | -1.0 | 0 | -0.5 | 7% | 27% | -8% | -6
CCN(CC)CCCNC(=O)c1cn(CC)c2ccc(S(=O)(=O)N(C)C3CCCCC3)cc2c1=O | 6% | -17% | 0.2 | 4 | -0.2 | -2% | 2% | 3% | -13
CCCN1CCN(C(=O)c2oc3ccccc3c2NC(=O)C2CC2)CC1 | 0% | -13% | -0.2 | -4 | -0.7 | -7% | -28% | -5% | -9
CN(C)c1ncnc2c1ncn2-c1ccccc1 | 4% | -10% | x | x | x | 10%[57.1 µM] | 25%[11.4 µM] | -3% | x
O=C(Cc1ccc([N+](=O)[O-])cc1)NCc1ccccn1 | -2% | -9% | -1.4 | 7 | -0.7 | -8% | -5% | -1% | 17
O=C(/C=C/c1ccccc1Cl)NC(=S)Nc1ccccc1C(=O)NC1CCCCC1 | -1% | -6% | 0.3 | 0 | -0.5 | 2% | 23% | 0% | -2
CCc1ccc(OCC(=O)NC(Cc2c[nH]c3ccccc23)C(=O)O)cc1 (stereo not given) | x | u | -0.5 | 0 | -0.6 | 10% | 13% | -6% | x
CCOC(=O)C(Sc1nnc(-c2ccncc2)o1)C(C)=O (stereo not given) | 4% | -3% | 0.1 | -1 | 0.0 | -9% | -2% | 9% | -7
O=C(COC(=O)c1cccnc1Cl)NC(=O)NC1CCCCC1 | 4% | u | x | x | x | -1%[2.29 µM] | 4%[2.29 µM] | 13% | x
COc1ccc(S(=O)(=O)Nc2nc3ccccc3nc2NCC2CCCO2)cc1 (stereo not given) | 6% | -16% | 0.5 | -1 | -0.4 | 67%[activator] | -10% | -13% | 5
O=C(Nc1nnc(SCc2ccccc2F)s1)C1=COCCO1 | -8% | -28% | 0.4 | 5 | 0.7 | -1% | 16% | -2% | 13
O=C(NCCc1ccccc1)C(=O)NCC1OCCN1S(=O)(=O)c1cc(F)ccc1F (stereo not given) | -2% | -13% | -0.3 | -1 | 0.9 | 6%[57.1 µM] | 12%[57.1 µM] | -7% | 0
O=C1NC(CCc2ccccc2)C(=O)N1Cc1ccccc1Cl (stereo not given) | 9% | -2% | 1.4 | 3 | -0.5 | -5% | -9% | -5% | -11
O=C(Nc1ccc(Cl)cc1)Nc1nnc(Cc2ccc([N+](=O)[O-])cc2)s1 | 0% | -17% | 0.6 | 0 | 0.7 | -14% | -13% | -4% | 7
O=C(NNC(=O)C1CC1)c1cc2cc3ccccc3nc2s1 | -1% | -5% | 0.3 | 10 | 0.5 | -4% | 19% | 0% | 0
O=C(NCCCN1CCC(Cc2ccccc2)CC1)C1CCN(S(=O)(=O)N2CCC3(CC2)OCCO3)CC1 | -10% | -11% | -0.3 | 0 | x | -1% | 22% | -6% | x
O=C1CC(c2ccccc2)CC(=NCCO)/C1=C(\O)CCCN1C(=O)c2ccccc2C1=O (stereo not given) | 22% | 2% | -0.6 | 2 | -0.2 | -6% | 14%[57.1 µM] | 1% | 2
COC(=O)c1sc(NC(=O)c2ccc(OC)cc2OC)nc1C | 3% | -17% | x | x | x | 4% | 13% | -1% | x
CC(C)(C)OC(=O)N1CCC(c2c(C(=O)N3CCCCC3)cnn2-c2ccc(F)cc2)CC1 | -11% | 0% | 0.5 | -10 | x | -1% | 7% | -10% | x
CCN(C(=O)COC(=O)c1cccnc1Nc1ccccc1F)C1CCS(=O)(=O)C1 (stereo not given) | -2% | -17% | -0.1 | -6 | 0.9 | -6%[57.1 µM] | 6%[57.1 µM] | -3% | -6
COc1cccc(N2CCN(C(=O)c3cnn(-c4ccc(C)cc4C)c3C3CCN(C(=O)OC(C)(C)C)CC3)CC2)c1 | -10% | u | -0.6 | -13 | -0.5 | -7% | 12% | u | x
Cc1ccc2oc(C(=O)N3CCN(c4cccc(C)n4)CC3)c(C)c2c1 | 0% | -16% | 0.3 | -5 | -0.1 | 10%[57.1 µM] | 6%[57.1 µM] | 2% | -1
N#CCC(=O)Nc1ccc(C(=O)OCC(=O)Nc2cccc(C(F)(F)F)c2)cc1 | 8% | -20% | 0.3 | -3 | 1.3 | -9%[57.1 µM] | 37%[57.1 µM] | u | 10
CCOC(=O)C1=C(C)Nc2nc3ccccc3n2C1c1cccs1 (stereo not given) | -2% | 1% | 0.9 | -4 | 2.7 | -3% | u | 1% | 14
O=C(O)C1CCCCC1C(=O)NCc1ccccc1 (stereo not given) | 9% | -8% | 0.4 | -5 | 0.0 | 32%[57.1 µM] | 50%[activator][57.1 µM] | -4% | 10
O=C1NC[C@H](c2ccccc2)N(CC2CCCCC2)C1=O | 14% | -25% | -0.2 | 11 | 0.8 | 4%[57.1 µM] | -3%[57.1 µM] | 0% | -22
CC(OC(=O)c1ccc(O)cc1)C(=O)Nc1nc(-c2ccccc2)cs1 (stereo not given) | -5% | -14% | 0.6 | -3 | -0.3 | 1% | 19% | 28% | 5
O=C1CSC(c2ccccc2)N1c1cccnc1 (stereo not given) | 0% | -1% | -0.6 | -9 | -0.1 | -5%[57.1 µM] | 6%[57.1 µM] | -10% | 14
COc1ccc(C(=O)Nc2ccccc2C(=O)Nc2ccccc2C(=O)O)cc1 | 13% | -24% | -0.7 | -20 | 0.5 | -17% | -18% | -5% | 7
O=C(COC(=O)c1cccc(S(=O)(=O)N2CCc3ccccc32)c1)Nc1ncc(C(F)(F)F)cc1Cl | 2% | -5% | 1.2 | 3 | 0.2 | -5% | 6% | 29% | 10

Full records, quoted from the list. Order of values: IDH1 R132H inh	USP1-UAF1 inh	TRHR ag	TRHR PAM	D2 agonist	TrxR1 substrate	TrxR1 inh	Pin1 inhibitor	D2 antag
NC(=O)COc1ccc(-c2noc(COc3ccccc3[N+](=O)[O-])n2)cc1 as listed: -3%	-23%	0.1	5	1.3	-1%	15%	6%	10
CCN(CC)CCCNC(=O)c1cn(CC)c2ccc(S(=O)(=O)N(C)C3CCCCC3)cc2c1=O as listed: 6%	-17%	0.2	4	-0.2	-2%	2%	3%	-13
N#CCC(=O)Nc1ccc(C(=O)OCC(=O)Nc2cccc(C(F)(F)F)c2)cc1 as listed: 8%	-20%	0.3	-3	1.3	-9%[57.1 µM]	37%[57.1 µM]	u	10

Screening results as filed in PubChem.

Not all compounds are listed; rates above refer to the full screens.
